TDP1 cell noCPT – qHTS for Inhibitors of human tyrosyl-DNA phosphodiesterase 1 (TDP1): qHTS in cells in absence of CPT; DT40 Tdp1-/- hTDP1 cells, no CPT, ATP luminescence, 48 h; Potency, µM (titrated, usually from 46.2 µM), for inactives: at the top dose activity change, negative = growth inhibition, most hits filed as inhibitors; 15% of 420,000 active; AID 686978, 2013; note: nearly all actives have a fitted effect of over 55% in size
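Chicken DT40 Tdp1-/- cells stably complemented with human TDP1 were seeded at 400 cells/well with DMSO in place of 20 nM camptothecin. After compound pinning, cells grew at least 48 hr at 37 °C; viability read by CellTiter-Glo luminescence.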
KAT2A inh – GCN5L2 (KAT2A) acetyltransferase inhibition | GCN5L2 HAT assay, ThioGlo1 CoA-SH fluorescence | 0.21% of 390,000 active | Potency, µM (doses to about 58.9 µM), inactives show at the highest dose activity change, negative = inhibition, hits mostly inhibitors | AID 504327
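ThioGlo1-coupled HAT assay: 20nM GCN5L2, 70uM acetyl-CoA, 75uM H3(1-25) peptide, pH 7.5. Fluorescence read at 340/540nm at start and after 20 min at room temperature.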
TDP1 block – TDP1 (human) enzyme inhibition | Q9NUW8 | AID 485290 | 0.28% of 350,000 active | recombinant TDP1, AlphaScreen DNA substrate cleavage | Potency, µM (titrated, usually from 130 µM), inactives show at the top dose activity change, negative = inhibition, hits mostly inhibitors; note: nearly all actives have a fitted effect of over 40% in size
Target sequence (Q9NUW8 whole entry, looked up): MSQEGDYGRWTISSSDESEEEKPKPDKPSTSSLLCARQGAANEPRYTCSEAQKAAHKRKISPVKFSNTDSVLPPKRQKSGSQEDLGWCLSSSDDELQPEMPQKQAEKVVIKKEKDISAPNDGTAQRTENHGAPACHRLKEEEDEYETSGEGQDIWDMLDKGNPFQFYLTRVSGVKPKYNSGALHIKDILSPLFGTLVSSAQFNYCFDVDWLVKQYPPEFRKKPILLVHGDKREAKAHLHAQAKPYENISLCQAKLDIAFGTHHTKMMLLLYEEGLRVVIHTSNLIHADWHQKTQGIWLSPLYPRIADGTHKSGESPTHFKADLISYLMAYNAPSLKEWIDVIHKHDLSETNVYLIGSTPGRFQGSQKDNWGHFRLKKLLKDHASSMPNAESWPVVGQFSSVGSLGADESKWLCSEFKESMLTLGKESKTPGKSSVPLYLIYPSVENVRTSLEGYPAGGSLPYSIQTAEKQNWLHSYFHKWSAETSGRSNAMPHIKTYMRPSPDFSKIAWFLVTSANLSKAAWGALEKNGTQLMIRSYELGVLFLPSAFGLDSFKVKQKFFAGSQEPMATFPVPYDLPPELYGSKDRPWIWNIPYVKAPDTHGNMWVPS
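Here, a 5' biotin and 3' phosphotyrosine-FITC DNA oligonucleotide reports Tdp1 activity: intact substrate bridges AlphaScreen beads, while cleavage leaves a 3' phosphate and drops signal. All incubations at room temperature.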
* hit, by the source's call; ? = inconclusive; · = not tested or not shown; & = joins results of further samples; [ ] = remark or other dose. Calls come from the whole dose curve; as a rule, active = well fitted curve in the direction sought with a large enough effect; inconclusive = small, poorly fitted or top-dose-only effect, or another doubt; inactive = no such curve, though single readings can be large; an effect the other way counts as inactive or inconclusive. % is set by controls: 0 for no effect and ±100 for the full control effect; potency is the fitted concentration of half-maximal effect. Not all compounds are listed; rates above refer to the full screens.

SMILES	TDP1 cell noCPT	KAT2A inh	TDP1 block
O=C(NCCc1ccccc1)C1CCN(S(=O)(=O)N2CCOCC2)CC1	27%	0%	1%
Cc1nn(-c2ccccc2)c(-n2cccc2)c1C(=O)NCCCN1CCN(c2ccccc2F)CC1	18µM*	-5%	8%
CN(CC(=O)NCc1cccs1)S(=O)(=O)c1cccc2cccnc12	-6%	-4%	-3%
CCCS(=O)(=O)N1CCN(C(=O)c2cc(OC)cc(OC)c2)CC1	1%	-1%	1%
Cc1c(Cl)cnc(NC(=O)COC(=O)Cc2coc3ccc4ccccc4c23)c1Cl	?	-13%	8%
Cc1ccc(OCC(O)CN2C(=O)NC(C)(C)C2=O)c(C)c1 (centres undefined)	25%	-4%	0%
O=S(=O)(c1ccccc1C(F)(F)F)N1C=CC(C(F)(F)F)=NCC1	-8%	-2%	0%
COc1cccc(C(=O)Nc2cc(-c3ccccc3)no2)c1	?	-1%	-1%
O=C(c1cccc(S(=O)(=O)Nc2ccc(F)cc2)c1)N1CCOCC1	-3%	2%	0%
CCOc1ccc2nc(NC(=S)NCc3ccccc3)sc2c1	?	-5%	6%
O=S(=O)(Nc1ccc(-c2nc3cccnc3s2)cc1)c1cccs1	-25%	-1%	-2%
Cc1nc(C)c(C(=O)O)c(-c2ccsc2)c1C(=O)O	-1%	-5%	·
CCCCOc1ccc(C(=O)OC(C)CN(C)C)cc1 (centres undefined)	-1%	-18%	1%
CC(OC(=O)CN1C(=O)c2ccccc2C1=O)C(=O)NCc1ccccc1 (centres undefined)	-11%	?	0%
CC(NO)C(C)(C)NO (centres undefined)	4%	2%	-2%
CCc1ccccc1NC(=O)CN(C)C(=O)CN1C(=O)NC2(CCCCCC2)C1=O	-19%	2%	2%
Cc1ccccc1CC1(CO)CCCN(C(=O)c2cc(Cl)ccc2F)C1 (centres undefined)	?	-3%	3%
CC(=O)c1ccc(-n2cc(-c3ccc(C(C)(C)C)cc3)[n+]3c2SCCC3)cc1	0.16µM*	-5%	5%
CN1CCN(c2ncc3nc(-c4cn(C)c5ccccc45)c(=O)n(CCC#N)c3n2)CC1	?	-12%	·
COCCSc1ccccc1C(=O)N1CCc2ccccc2C1	-28%	-3%	-3%
O=C(CSc1nnc(-c2ccncc2)n1CC1CCCO1)Nc1nccs1 (centres undefined)	1%	-1%	5%
CC1CC2(CC(C)(C(=O)CSc3nc4ccccc4s3)OC2=O)C(=O)O1 (centres undefined)	-20%	-14%	7%
CC[C@]12c3[nH]c4ccccc4c3CCN1C(=O)C(CC(=O)NCc1cccc(C(F)(F)F)c1)C[C@@H]2C(=O)N1CCN(C(=O)C2CC2)CC1 (some centres undefined)	23µM*	-3%	0%
Cc1cc(/C=C2/C(=N)N3C(=NC2=O)SN=C3S(C)(=O)=O)c(C)n1-c1ccccc1F	-20%	22µM*	9%
O=C(Nc1ccc(Cl)cc1)c1ccc2c(c1)OCO2	-26%	-3%	0%

Grouped by structure, those above containing a Cl atom
SMILES	TDP1 cell noCPT	KAT2A inh	TDP1 block
Cc1c(Cl)cnc(NC(=O)COC(=O)Cc2coc3ccc4ccccc4c23)c1Cl	?	-13%	8%
Cc1ccccc1CC1(CO)CCCN(C(=O)c2cc(Cl)ccc2F)C1 (centres undefined)	?	-3%	3%
O=C(Nc1ccc(Cl)cc1)c1ccc2c(c1)OCO2	-26%	-3%	0%

Next section
SMILES	TDP1 cell noCPT	KAT2A inh	TDP1 block
O=C(NC(=S)Nc1cccc(NC(=S)NC(=O)c2ccco2)n1)c1ccco1	5.2µM*	-8%	-2%
COc1cc(C(=O)NCC(=O)OCC(=O)c2ccc[nH]2)cc(OC)c1OC	-2%	-9%	3%
CCCCCC1(C(=O)OCC)CC(CSC(=N)N)OC1=O (centres undefined)	16µM*	3%	1%
COc1ccc(CCNC(=O)CN(C)S(=O)(=O)c2ccc3nc(C)sc3c2)cc1OC	-11%	-4%	1%
CCCNC(=O)COC(=O)c1ccc(-c2ccccc2)cc1	-26%	0%	-5%
Cc1ccccc1NC(=O)c1sc2nc(N3CCOCC3)c3c(c2c1N)CCCC3	7.3µM*	?	1%
CC(=O)c1cccc(NS(=O)(=O)c2ccc3c(c2)NC(=O)CC(=O)N3)c1	1%	-2%	1%
O=C(c1ccccc1)c1c[nH]c(C(=O)NNc2cccc(Cl)n2)c1	-13%	-25%	2%
CCOc1ccccc1C(=O)N(CN1CCCC1=O)c1ccc(C)c(Cl)c1	3.7µM*	3%	7%
Cc1cc(OCC(=O)NCCCN2CCCC2=O)c2c(C)cc(=O)oc2c1	17%	-20%	0%
CNc1ccc(-c2nc(-c3ccccc3C)no2)cc1[N+](=O)[O-]	-16%	-10%	9%
CCN(CC(=O)Nc1cccc(OC)c1)C(=O)c1cnc(Cl)c(Cl)c1	?	-1%	10%
CCOC(=O)C1=C(C)OC(N)=C(C#N)C1c1ccsc1 (centres undefined)	-5%	-7%	0%
O=C(C(=O)N1CCCCCC1)c1c[nH]c2ccccc12	-3%	-9%	2%
CC(C)C(NC(=O)c1ccccc1)C(=O)OCn1nnc2ccccc2c1=O (centres undefined)	-18%	-9%	1%
CCOc1ccc(NS(=O)(=O)c2cc(OC)ccc2OC)cc1	?	-13%	2%
O=C(O)CCC(=O)NNC(=O)CCC1CCCCC1	-9%	1%	-3%
COc1ccc(N2CC(C(=O)NC3CCCCC3)CC2=O)cc1 (centres undefined)	-1%	2%	·
O=[N+]([O-])c1ccc(Sc2n[nH]c(-c3ccco3)n2)nc1	-14%	-2%	0%
CCCCC(CC)CNC(=O)CCCc1nnc2n(CCC)c(=O)c3sccc3n12 (centres undefined)	23µM*	1%	0%
O=C(CSCc1ccc([N+](=O)[O-])cc1)NCCSCc1ccccc1	-1%	-4%	7%
Cc1ccc(NC(=O)c2sc(Cl)nc2C)c(C)c1	3%	-4%	3%
Cn1c(CNC(=O)c2ccc(Cl)cc2)nnc1SCC(=O)NC1=NCCS1	?	-2%	0%
COc1ccccc1NC(=O)C1=C(C)Nc2nc(SCc3ccccc3)nn2C1c1cccnc1 (centres undefined)	?	-2%	3%
O=C(OCc1cccc(F)c1)c1cc2ccccc2cc1O	-3%	-4%	·

One compound at a time, as listed above. Order of screens: TDP1 cell noCPT	KAT2A inh	TDP1 block
Profile of O=[N+]([O-])c1ccc(Sc2n[nH]c(-c3ccco3)n2)nc1 : -14%	-2%	0%
Profile of CCCCC(CC)CNC(=O)CCCc1nnc2n(CCC)c(=O)c3sccc3n12 (centres undefined) : 23µM*	1%	0%

The main list resumes, repeating the two entries before the break.
SMILES	TDP1 cell noCPT	KAT2A inh	TDP1 block
COc1ccccc1NC(=O)C1=C(C)Nc2nc(SCc3ccccc3)nn2C1c1cccnc1 (centres undefined)	?	-2%	3%
O=C(OCc1cccc(F)c1)c1cc2ccccc2cc1O	-3%	-4%	·
O=C(COc1ncnc2sccc12)NC1CCCc2ccccc21 (centres undefined)	-2%	49%[activator]	-4%
CC(=O)c1cccc(NS(=O)(=O)c2ccc3c(c2)oc(=O)n3C)c1	?	2%	-8%
CCOC(=O)C1CCCN(C(=O)/C(=C/c2ccco2)NC(=O)c2ccccc2)C1 (centres undefined)	1%	-7%	0%
CC(C)c1nn2c(=O)cc(COc3cccc(NC(=O)c4ccco4)c3)nc2s1	-7%	1%	0%
Clc1ccc2nc(-c3ccccc3)c(CN3CCOCC3)n2c1	?	-9%	4%
Cc1oc(-c2cccc(Cl)c2)nc1CS(=O)(=O)CC(=O)NCCCN1CCOCC1	-1%	-20%	·
Cc1ccc(N/C=C/C(=O)c2ccc(C)cc2)cc1	-21%	-8%[0.501 µM]	-7%
OC[C@@H](O)C(O[C@@H]1O[C@@H](CO)[C@H](O)[C@H](O)[C@H]1O)[C@H](O)[C@@H](O)CO (some centres undefined)	·	-12%	0%
Cc1c(C)c(C)c(C(=O)C2CCN(c3ccc([N+](=O)[O-])cn3)CC2)c(C)c1C	?	-2%	9%
Cc1ccc(C(=O)Nc2cc([N+](=O)[O-])ccc2F)s1	-3%	0%	0%
O=C(O)CC1(CC(=O)Nc2ccc(C(F)(F)F)cc2)CCCC1	-1%	-3%	·
COc1ccc(C(=O)N(C)c2ccccc2C(=O)NCCc2ccccc2)cc1	2.9µM*	-3%	3%[56.1 µM]
CC(C)N(C(=O)[C@H]1C[C@H](CC(=O)NCC23CC4CC(CC(C4)C2)C3)C(=O)N2CCc3c([nH]c4cc(CCC(=O)N(C)C)ccc34)[C@]12C)C(C)C	7.3µM*	-3%	3%[56.1 µM]
CCOC(=O)N1CCc2c(sc(NC(=O)CN(CC)CC)c2C#N)C1	?	0%	4%
Cc1ccc(NC(=O)CSc2nc3c([nH]c4ccccc43)c(=O)n2C)cc1	8.2µM*	-6%	1%
COc1ccc(N2CCN(C(=O)c3ccc4c(c3)[nH]c(=S)n3c5ccccc5nc43)CC2)cc1	·	0%	10%
OCC1CCCCN1C(=S)Nc1ccc(Cl)cc1Cl (centres undefined)	?	-3%	0%
Cc1ccc2c(CSc3nnc(C4CC4)n3N)cc(=O)oc2c1	-5%	-3%	2%
Nc1nnc(-c2cccc([N+](=O)[O-])c2)o1	-3%	-12%	-4%
COc1ccc(CN(CC(=O)NC(C)C)C(=O)CCC(=O)Nc2nccs2)cc1	4%	0%	·
O=C(Nc1cccc(O)c1)c1noc2c1CCc1ccccc1-2	?	-1%&-6%	6%&5%
CCCCCN(C(=O)CCC(=O)OCCOc1cccc(C)c1)c1c(N)n(CCCC)c(=O)[nH]c1=O	21µM*	0%	2%
N#C/C(=C\c1cccnc1)C(=O)Nc1ccccc1[N+](=O)[O-]	-19%	?	6%
C/C(=N\OCC(=O)Nn1c(=O)[nH]c2ccccc2c1=O)c1cccs1	-8%	4%	-1%
O=C(CN1CCCc2ccccc21)Nc1ccc(F)cc1[N+](=O)[O-]	-4%	-7%	4%
SMILES	TDP1 cell noCPT	KAT2A inh	TDP1 block
Cc1nn2c(=O)cc(COC(=O)c3cccc(NC(=O)COc4ccccc4C)c3)nc2s1	21µM*	2%	1%
Cc1nnc(NC(=O)c2cc(-c3ccncc3)nc3c(C)cccc23)s1	17%	-13%	3%
CC(=O)N1CCc2cc(S(=O)(=O)NC(CC(C)C)C(=O)Nc3cc(C)ccn3)ccc21 (centres undefined)	-2%	2%	8%
CCc1nnc2c(Nc3cccc(C(C)=O)c3)nc3ccccc3n12	?	-12%	0%
c1ccc(-c2nnc3sc(CN4CCC5(CC4)OCCO5)cn23)cc1	-29%	-18%	0%
O=C(O)c1cc2c(s1)-c1ccccc1CC2	-16%	-2%	4%
CCCC(=O)Nc1ccc2c(c1)nc(CN1CCCC1)n2C	9%	-2%	1%
CCOc1cc(CN2CCN(C(=O)CC(C)C)CC2)ccc1OC	-28%	0%	1%
Cn1nccc1C(=O)N1CCCC(C(=O)c2ccc(C(F)(F)F)cc2)C1 (centres undefined)	?	-1%	2%
c1ccc2cc(-c3csnn3)ccc2c1	-1%	0%	-10%
CCOc1cc(C(=O)NCCc2csc3nc(-c4ccccc4F)nn23)cc(OCC)c1OCC	?	-2%	-1%
CCOc1cc(C(=O)NC(CC(=O)O)c2ccc(OC3CCCC3)cc2)cc(OCC)c1OCC (centres undefined)	1%	-4%	·
COc1ccccc1C(=O)Nn1cnnc1	4%	0%	·
CCCc1c(C)nc2c(OC)cccc2c1SCC(=O)O	-13%	-1%	-2%
CC(C)c1ccc(NC(=O)CSc2nc3ccsc3c(=O)n2Cc2ccc(C(=O)O)cc2)cc1	?	?	-5%
CC1=C(C)CS(=O)N(S(=O)(=O)c2ccc(Cl)cc2)C1 (centres undefined)	2.3µM*	-4%	5%
CC1Cc2cc(S(=O)(=O)N3CCN(c4ccc(Cl)cc4)CC3)ccc2N1C(=O)C1CC1 (centres undefined)	13µM*	-19%	0%
Cc1ccccc1OCC(=O)Nc1nnc(C2CCCCC2)s1	-26%	-6%	4%
CCNC(=O)COc1cc(C)c(Cl)c(C)c1	-2%	1%	5%
O=C(NCC(=O)N(c1cccc(F)c1)C(C(=O)NC1CCCC1)c1ccncc1)c1ccco1 (centres undefined)	-3%	-4%	9%
CCN(C(=O)c1cn(C)c(=O)c2ccccc12)c1cccc(C)c1	?	-16%	9%
CC(C)c1ccc(-c2noc(SCC(=O)N3CCN(c4ccccc4F)CC3)n2)cc1	21µM*	1%	3%

Taken from above:
Reading for `CC1Cc2cc(S(=O)(=O)N3CCN(c4ccc(Cl)cc4)CC3)ccc2N1C(=O)C1CC1` (centres undefined) in KAT2A inh: -19%
Reading for `Cn1nccc1C(=O)N1CCCC(C(=O)c2ccc(C(F)(F)F)cc2)C1` (centres undefined) in TDP1 block: 2%

Bioassay records: PubChem BioAssay, National Center for Advancing Translational Sciences (NCATS)
